From PubChem BioAssay
Mtb BioA inh – BioA (M. tuberculosis) enzyme inhibition; purified M. tuberculosis BioA enzyme, plate reader; inhibition, % at 9.99 µM; 0.096% of 360,000 active; AID 602481; in the data active means inhibition above about 40%
The depositor's hits bear a star. These rows are one share of the data; rates above refer to the full screens.

SMILES	Mtb BioA inh
C[C@H]1CN([C@@H](C)CO)C(=O)c2cccc(NS(=O)(=O)c3ccccc3)c2O[C@@H]1CN(C)CC1CC1	-2.4
C[C@@H]1CCCCO[C@@H](CN(C)S(=O)(=O)c2ccccc2)[C@H](C)CN([C@@H](C)CO)C(=O)c2cc(NS(C)(=O)=O)ccc2O1	-2.2
COc1ccccc1CNC(=O)C[C@H]1C=C[C@@H](NC(C)=O)[C@@H](CO)O1	-1.2
C[C@H]1CN([C@@H](C)CO)S(=O)(=O)c2ccc(C3=CCCC3)cc2O[C@@H]1CN(C)Cc1ccncc1	0.2
C[C@H](CO)N1C[C@H](C)[C@H](CN(C)C(=O)CN(C)C)Oc2cc(C#CCC3CCCC3)ccc2S1(=O)=O	3.4
C[C@H](CO)N1C[C@H](C)[C@H](CN(C)C(=O)Nc2cccc3ccccc23)Oc2ncc(-c3cccc(F)c3)cc2C1=O	-0.9
C[C@H]1CN([C@@H](C)CO)C(=O)Cc2cc(NC(=O)Cc3ccccc3)ccc2O[C@H]1CN(C)Cc1ccc(Cl)c(Cl)c1	-2.1
CCCC#Cc1cnc2c(c1)C(=O)N([C@H](C)CO)C[C@@H](C)[C@H](CN(C)Cc1ccc3c(c1)OCO3)O2	2.0
C[C@@H]1CCCCO[C@@H](CN(C)S(=O)(=O)c2ccc(F)cc2)[C@H](C)CN([C@@H](C)CO)C(=O)c2cc(NS(=O)(=O)c3ccccc3)ccc2O1	-5.5
COc1ccc(-c2ccc([C@@H]3[C@H]4CN(C(=O)c5ccc6c(c5)OCO6)CCCCN4[C@H]3CO)cc2)cc1	2.6
O=C(Nc1nccs1)[C@H]1[C@H](CO)[C@H]2Cn3c(cccc3=O)[C@@H]1N2C(=O)C1CC1	0.7
Cc1ccccc1S(=O)(=O)N[C@@H]1CC[C@@H](CCn2cc(-c3ccc(F)cc3)nn2)O[C@@H]1CO	1.8
C[C@H]1CN([C@@H](C)CO)C(=O)c2cccc(NC(=O)C3CC3)c2O[C@@H]1CN(C)C(=O)Nc1ccc(C(F)(F)F)cc1	-1.3
C[C@H](NC(=O)[C@@H]1[C@@H](CO)[C@@H]2Cn3c(cccc3=O)[C@@H]2N1C(=O)C1CC1)c1ccccc1	-1.8
Cc1ccc(S(=O)(=O)N2C[C@@H](O)COC[C@@H]3O[C@H](CC(=O)N[C@H]4CCN(Cc5ccccc5)C4)CC[C@H]32)cc1	1.0
C=CCN1C(=O)[C@@]2(O[C@@H](CCn3cc([C@H](O)c4ccccc4)nn3)[C@H]([Si](C)(C)c3ccc(OC)cc3)[C@H]2C)c2cc(N3C(=O)c4cccc5cccc3c45)ccc21	-0.6
COc1ccc(S(=O)(=O)Nc2ccc3c(c2)C(=O)N([C@H](C)CO)C[C@@H](C)[C@H](CN(C)C)O3)cc1	-2.0
O=C(c1cccc(F)c1)N1CCCCN2[C@@H](CO)[C@@H](c3ccc(-c4ccncc4)cc3)[C@@H]2C1	-0.5
Cc1noc(C)c1NC(=O)N(C)C[C@H]1OCCCC[C@@H](C)Oc2ccc(NS(=O)(=O)c3ccc(Cl)cc3)cc2C(=O)N([C@@H](C)CO)C[C@H]1C	3.6
C[C@@H]1CN([C@@H](C)CO)C(=O)c2cc(NC(=O)Cc3ccccc3)ccc2O[C@H]1CN(C)C	-1.1
COCC(=O)N1C[C@H]2[C@@H](c3ccccc31)[C@@H](CO)N2C(=O)c1ccncc1	-1.1
CNC[C@@H]1Oc2c(NC(=O)NC(C)C)cccc2C(=O)N([C@@H](C)CO)C[C@@H]1C	0.2
C[C@H]1CN([C@@H](C)CO)C(=O)c2cc(C#Cc3ccccn3)cnc2O[C@@H]1CN(C)CC1CCOCC1	1.9
C[C@@H]1CN([C@H](C)CO)C(=O)c2cc(NS(=O)(=O)c3cn(C)cn3)ccc2O[C@@H](C)CCCCO[C@@H]1CN(C)S(=O)(=O)c1cccs1	0.4
CCCCNC(=O)C(OC(=O)c1ccccc1)c1ccco1 (centres undefined)	-0.7
CO[C@@H]1CN(C)C(=O)c2ccc(NS(=O)(=O)c3ccc(Cl)cc3)cc2OC[C@@H](C)N(C)C[C@H]1C	0.0
CNC[C@@H]1Oc2ccc(NC(=O)CCC(F)(F)F)cc2C(=O)N([C@H](C)CO)C[C@H]1C	0.6
C[C@@H]1CN([C@H](C)CO)C(=O)c2cccc(NC(=O)Nc3ccc(C(F)(F)F)cc3)c2O[C@@H]1CN(C)C(=O)Nc1ccccc1	-0.1
C[C@H](CO)N1C[C@H](C)[C@@H](CN(C)Cc2ccc(Oc3ccccc3)cc2)Oc2ccc(NS(=O)(=O)c3cn(C)cn3)cc2C1=O	0.2
CN(C)CC#Cc1ccc([C@H]2[C@H]3CN(CC4CC4)CCCCN3[C@H]2CO)cc1	1.3
O=C(Nc1ccccc1)[C@H]1[C@H](CO)[C@H]2Cn3c(cccc3=O)[C@@H]1N2C(=O)c1ccccc1	-0.4
COCC(=O)Nc1ccc2c(c1)C(=O)N(C)C[C@H](OC)[C@@H](C)CN(C(=O)c1cnccn1)[C@@H](C)CO2	-1.5
C[C@@H]1CN([C@@H](C)CO)C(=O)c2cc(/C=C/c3ccccc3)cnc2O[C@H]1CN(C)C(=O)c1ccccc1	3.2
Cc1cc(C)cc(NC(=O)Nc2ccc3c(c2)C(=O)N(C)[C@H]2CC[C@H](CC(=O)O)O[C@@H]2CO3)c1	-1.8
COc1ccc(S(=O)(=O)N(C)C[C@H]2Oc3ccc(NC(=O)Nc4ccc(C(F)(F)F)cc4)cc3CC(=O)N([C@H](C)CO)C[C@@H]2C)cc1	-1.0
C[C@@H]1CN([C@@H](C)CO)C(=O)c2cc(NC(=O)Cc3cn(C)c4ccccc34)ccc2O[C@@H]1CN(C)S(=O)(=O)c1ccccc1	-0.2
CCC(=O)N1C[C@H](C)[C@@H](OC)CN(C)C(=O)c2cc(NC(=O)c3ccc(F)cc3)ccc2OC[C@@H]1C	-1.3
Cc1ccc(S(=O)(=O)N(C)C[C@H]2OCCCC[C@H](C)Oc3ccc(NC(=O)Cc4ccccc4)cc3C(=O)N([C@@H](C)CO)C[C@@H]2C)cc1	-1.5
C[C@@H]1CN([C@@H](C)CO)C(=O)c2cc(NC(=O)C3CC3)ccc2O[C@H]1CN(C)C(=O)Nc1ccc(C(F)(F)F)cc1	-1.0
C[C@@H]1CN([C@@H](C)CO)C(=O)c2cc(NS(=O)(=O)c3cn(C)cn3)ccc2O[C@H]1CN(C)Cc1ccncc1	-1.4
C[C@@H]1CN([C@@H](C)CO)C(=O)c2cccc(NC(=O)C3CCCCC3)c2O[C@@H]1CN(C)Cc1ccc(C(=O)O)cc1	-1.7
C[C@H](NC(=O)C[C@H]1CC[C@@H](NC(=O)CN2CCOCC2)[C@@H](CO)O1)c1ccccc1	-0.3
O=C(C[C@@H]1C=C[C@@H](NC(=O)c2ccc(F)cc2)[C@H](CO)O1)NCc1ccncn1	0.6
C[C@H]1CN([C@@H](C)CO)C(=O)c2cc(NC(=O)Cn3cnnn3)ccc2O[C@H]1CN(C)Cc1ccncc1	-0.4
O=S(=O)(c1cccs1)N1CCCCN2[C@@H](CO)[C@H](c3ccc(Br)cc3)[C@@H]2C1	-1.3
C[C@H]1CN([C@@H](C)CO)C(=O)Cc2cc(NS(=O)(=O)c3ccccc3)ccc2O[C@H]1CN(C)C	0.6
C/C=C/c1ccc2c(c1)O[C@H](CN(C)C(=O)NC(C)C)[C@H](C)CN([C@@H](C)CO)S2(=O)=O	1.6
C[C@H](NC(=O)C[C@H]1CC[C@@H]2[C@H](COC[C@H](O)CN2C)O1)c1ccccc1	-1.0
CCC(=O)N[C@@H]1CC[C@H](CCNC(=O)Nc2ccc(C(F)(F)F)cc2)O[C@H]1CO	-3.2
C[C@H](CO)N1C[C@H](C)[C@H](CN(C)C(=O)[C@H](Cc2ccccc2)N(C)C)OCc2ccccc2-c2c(n(C)c3ccccc23)C1=O	-0.3
CN1CCN(C(=O)C[C@H]2C[C@H]3c4cc(NC(=O)Nc5ccc(C(F)(F)F)cc5)ccc4O[C@H]3[C@@H](CO)O2)CC1	3.6
COc1ccc(CN(C)C[C@H]2OCCCC[C@H](C)Oc3ccc(NS(=O)(=O)c4cn(C)cn4)cc3C(=O)N([C@H](C)CO)C[C@@H]2C)cc1	-0.4
C[C@H](CO)N1C[C@H](C)[C@H](CN(C)C(=O)c2ccccn2)Oc2ncc(-c3cccc(F)c3)cc2C1=O	1.6
CN1C(=O)c2cc(NC(=O)NC3CCCC3)ccc2OC[C@H]2O[C@@H](CC(=O)NCC3CC3)CC[C@H]21	-1.3
C/C=C/c1ccc2c(c1)O[C@@H](CN(C)CC1CCOCC1)[C@H](C)CN([C@@H](C)CO)S2(=O)=O	6.4
CO[C@H]1CN(C)C(=O)c2cc(NC(=O)C3CC3)ccc2OC[C@@H](C)N(Cc2cccc(F)c2)C[C@@H]1C	6.7
C[C@@H]1CN([C@@H](C)CO)C(=O)c2cc(NS(C)(=O)=O)ccc2O[C@H]1CN(C)CC1CCCCC1	-3.3
C[C@@H](NC(=O)[C@H]1[C@H](CO)[C@H]2Cn3c(ccc(C4=CCCC4)c3=O)[C@H]2N1C)c1ccccc1	-0.8
CCCC#Cc1ccc2c(c1)[C@@H]1[C@@H](CCN1S(=O)(=O)c1cccc(F)c1)[C@@H](CO)N2C	0.0
Cc1noc(C)c1S(=O)(=O)N(C)C[C@@H]1OCCCC[C@@H](C)Oc2ccc(NC(=O)CCCCCC(=O)Nc3ccccc3N)cc2C(=O)N([C@H](C)CO)C[C@@H]1C	1.7

Continued.
SMILES	Mtb BioA inh
O=C(NC1CCC1)[C@H]1[C@H](CO)[C@H]2Cn3c(ccc(C4=CCCC4)c3=O)[C@H]2N1C(=O)C1CCCC1	1.4
C[C@H]1CN([C@@H](C)CO)S(=O)(=O)c2ccc(C#Cc3ccc(F)cc3)cc2O[C@H]1CN(C)C(=O)CN(C)C	0.6
CCCC(=O)Nc1ccc2c(c1)C(=O)N(C)C[C@H](OC)[C@H](C)CN(C(=O)C1CCCC1)[C@@H](C)CO2	0.2
C[C@H](CO)N1C[C@H](C)[C@@H](CN(C)Cc2ccc(Cl)c(Cl)c2)Oc2ccc(NC(=O)CCC(F)(F)F)cc2C1=O	0.1
CCNC(=O)C[C@@H]1CC[C@H]2[C@@H](COc3ccc(NC(=O)c4ccc5c(c4)OCO5)cc3C(=O)N2C)O1	1.2
C[C@@H]1CN([C@@H](C)CO)C(=O)c2cc(-c3cncnc3)cnc2O[C@H]1CN(C)Cc1ccncc1	-0.5
C[C@H](CO)N1C[C@H](C)[C@H](CN(C)Cc2ccc(C(F)(F)F)cc2)Oc2c(NC(=O)C3CCCCC3)cccc2C1=O	1.6
CO[C@H]1CN(C)C(=O)c2cc(NC(C)=O)ccc2OC[C@@H](C)N(C(=O)c2ccccn2)C[C@@H]1C	-5.5
Cc1noc(C)c1NC(=O)N(C)C[C@@H]1OCCCC[C@H](C)Oc2ccc(NC(=O)C3CCCCC3)cc2C(=O)N([C@H](C)CO)C[C@@H]1C	2.1
C[C@@H]1CN([C@@H](C)CO)C(=O)c2cc(NC(=O)c3ccncc3)ccc2O[C@H]1CN(C)C	-3.4
COCCNC(=O)C[C@@H]1CC[C@@H]2[C@H](COC[C@H](O)CN2C(=O)c2cc(Cl)cc(Cl)c2)O1	-2.3
O=C(NCC[C@H]1CC[C@@H](NS(=O)(=O)c2cccc(F)c2)[C@H](CO)O1)Nc1cc(F)ccc1F	-0.7
COc1ccc(-c2ccc3c(c2)O[C@H](CN(C)Cc2ccccc2C(=O)O)[C@@H](C)CN([C@@H](C)CO)S3(=O)=O)cc1	-0.1
C[C@H](CO)N1C[C@H](C)[C@H](CN(C)C(=O)C2CCOCC2)Oc2ncc(-c3cccc(F)c3)cc2C1=O	0.9
C[C@@H]1CN([C@H](C)CO)S(=O)(=O)c2ccc(C#CC(C)(C)O)cc2O[C@H]1CN(C)Cc1ccc(F)cc1	1.8
Cc1noc(C)c1S(=O)(=O)Nc1ccc2c(c1)CC(=O)N([C@H](C)CO)C[C@H](C)[C@H](CN(C)CC1CCCCC1)O2	-1.0
COc1ccccc1NC(=O)N[C@H]1CC[C@H](CCn2cc(-c3cccnc3)nn2)O[C@@H]1CO	1.9
COc1cccc(-c2ccc3c(c2)[C@@H]2[C@@H](CCN2C(=O)Nc2ccccc2OC)[C@@H](CO)N3C)c1	1.1
C[C@H]1CN([C@@H](C)CO)C(=O)Cc2cc(NC(=O)C3CC3)ccc2O[C@@H]1CN(C)C(=O)Nc1cccc2ccccc12	-1.1

Entries shown so far with a CF3 group (9):
SMILES	Mtb BioA inh
C[C@H]1CN([C@@H](C)CO)C(=O)c2cccc(NC(=O)C3CC3)c2O[C@@H]1CN(C)C(=O)Nc1ccc(C(F)(F)F)cc1	-1.3
CNC[C@@H]1Oc2ccc(NC(=O)CCC(F)(F)F)cc2C(=O)N([C@H](C)CO)C[C@H]1C	0.6
C[C@@H]1CN([C@H](C)CO)C(=O)c2cccc(NC(=O)Nc3ccc(C(F)(F)F)cc3)c2O[C@@H]1CN(C)C(=O)Nc1ccccc1	-0.1
COc1ccc(S(=O)(=O)N(C)C[C@H]2Oc3ccc(NC(=O)Nc4ccc(C(F)(F)F)cc4)cc3CC(=O)N([C@H](C)CO)C[C@@H]2C)cc1	-1.0
C[C@@H]1CN([C@@H](C)CO)C(=O)c2cc(NC(=O)C3CC3)ccc2O[C@H]1CN(C)C(=O)Nc1ccc(C(F)(F)F)cc1	-1.0
CCC(=O)N[C@@H]1CC[C@H](CCNC(=O)Nc2ccc(C(F)(F)F)cc2)O[C@H]1CO	-3.2
CN1CCN(C(=O)C[C@H]2C[C@H]3c4cc(NC(=O)Nc5ccc(C(F)(F)F)cc5)ccc4O[C@H]3[C@@H](CO)O2)CC1	3.6
C[C@H](CO)N1C[C@H](C)[C@@H](CN(C)Cc2ccc(Cl)c(Cl)c2)Oc2ccc(NC(=O)CCC(F)(F)F)cc2C1=O	0.1
C[C@H](CO)N1C[C@H](C)[C@H](CN(C)Cc2ccc(C(F)(F)F)cc2)Oc2c(NC(=O)C3CCCCC3)cccc2C1=O	1.6
